# High-throughput results as filed in PubChem.
# KCC2 mod = modulates chloride dependent transport by human KCC2 | Q9H2X9 | B-score of Tl+ flux slope (higher = more flux/activation; lower = inhibition) at 10 µM | 2.2% of 190,000 active | KCC2 cells, thallium flux FluoZin-2 fluorescence;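 active means thallium flux slope and its plate-corrected score both differing from the plate sample mean at a set confidence after two filtering rounds, in either direction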;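 further: slope of fluorescence scaled to starting intensity during 10 to 20 s after thallium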
# TNF necrop inh = inhibitors of TNF-alpha induced necroptosis in Jurkat FADD-/- cells; activation (protection from cell death), % at 10 µM; Jurkat FADD-/- TNF necroptosis rescue, ATP luminescence, 24 h; 0 = TNF only, 100 = no-TNF cells; 0.068% of 220,000 active;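 active means activation, meaning protection from cell death, of at least 50% relative to plate controls; inactive means activation below 50%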;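 further: necroptosis triggered by 40 ng/mL TNF-alpha added together with compound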
# eIF4E-4G inh = inhibitors of eIF4E and eIF4G interaction in translation initiation. P63073+Q04637. TR-FRET eIF4E-eIF4GI(517-606) binding, 2 h. inhibition, % at 21.7 µM. 0.37% of 220,000 active;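 active means inhibition above about 30%, limit read from the data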;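 further: 0% = full FRET control wells and 100% = background wells lacking eIF4GI fragment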
# Calpain2 inh = inhibitors of pig calpain II. purified calpain II, fluorogenic peptide substrate, 30 min. inhibition, % at 16 µM. 0.37% of 220,000 active. AID 1236;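 active means inhibition above about 50%, limit read from the data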
# Rad51 HR inh = Rad51 (human) homologous recombination inhibition. Q06609. inhibition, % at 10 µM. 0.085% of 200,000 active. hRad51 DNA strand exchange, fluorescence dequenching;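 active means inhibition above 40% at the single screening dose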;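 further: 0% = DMSO control wells and 100% = blanks with heterologous ssDNA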
#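 Test system – preformed human Rad51 ssDNA filaments · Reagent – Donor/quencher-labelled 47-bp dsDNA substrate · Incubation – 37 °C 15-min filament assembly, 30-min compound preincubation, 15-min exchange · Signal – FRET fluorescence dequenching, excitation 485 nm, emission 520 nm · Read-out – percent inhibition from fluorescence, normalised to plate control and blank means · Benchmarks – plate control and blank wells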
# PERK inh = blocks human PERK kinase; inhibition, % at 5.6 µM; CHO PERK-DD fusion, SEAP luminescence translation reporter; Q9NZJ5; 0.17% of 220,000 active;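 active means inhibition above the mean inhibition of all tested compounds plus 3 SD, set separately per screening campaign, cut at about 2.9% in these data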;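 further: PERK kinase domain activated by AP20187 dimerizer at 100 nM; 0% = DMSO with dimerizer and 100% = rapamycin at 8.4 µM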
# EBV gp42 inh = EBV gp42 inhibition; 0.42% of 220,000 active; inhibition, % (tested at 21.74 µM); Fluorescence polarization binding assay, mP read-out; Q1HVG2; AID 1085; in the data active means inhibition above about 50%
# Target sequence (Q1HVG2 whole entry, looked up): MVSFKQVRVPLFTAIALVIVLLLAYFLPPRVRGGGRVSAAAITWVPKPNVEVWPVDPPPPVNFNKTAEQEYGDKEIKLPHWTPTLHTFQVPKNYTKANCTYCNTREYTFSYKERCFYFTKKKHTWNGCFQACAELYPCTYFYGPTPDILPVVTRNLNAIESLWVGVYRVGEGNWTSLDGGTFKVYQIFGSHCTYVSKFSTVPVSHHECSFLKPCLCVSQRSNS
# MDM2 E3 inh = Mdm2 E3 ligase (human) inhibition | Q00987 | cell-based MDM2 ubiquitination luciferase reporter, 2 h; 0 = plate control, 100 = twice control, blank-subtracted | signal enhancement, % at 5 µM | 0.11% of 210,000 active | AID 1230;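 active means signal enhancement of 30% or more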;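 further: luminescence tracks abundance of the self-degrading MDM2-luciferase fusion protein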
# Target sequence (Q00987 whole entry, looked up, the tested form may be a part): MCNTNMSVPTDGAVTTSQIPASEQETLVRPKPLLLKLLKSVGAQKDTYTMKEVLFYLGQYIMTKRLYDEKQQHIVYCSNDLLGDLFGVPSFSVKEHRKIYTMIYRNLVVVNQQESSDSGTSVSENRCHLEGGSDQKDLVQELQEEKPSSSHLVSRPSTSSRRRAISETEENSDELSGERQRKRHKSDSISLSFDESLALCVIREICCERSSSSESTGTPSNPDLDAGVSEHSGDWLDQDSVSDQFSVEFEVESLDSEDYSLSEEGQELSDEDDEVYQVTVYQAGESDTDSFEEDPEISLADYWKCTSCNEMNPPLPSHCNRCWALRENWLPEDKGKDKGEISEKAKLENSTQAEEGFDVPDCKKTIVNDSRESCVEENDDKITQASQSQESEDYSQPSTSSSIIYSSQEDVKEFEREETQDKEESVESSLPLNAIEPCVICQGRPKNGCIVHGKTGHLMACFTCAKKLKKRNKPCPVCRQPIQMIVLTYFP
#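 Test system: mammalian cells stably expressing self-ubiquitinating, self-degrading MDM2 E3–luciferase fusion; Amount: 2000 cells in each well; Medium: DMEM; Schedule: 4 h settle plus 2 h compound, 37 °C; Technique: SteadyLite luciferase luminescence after 15 min room-temperature reagent incubation; Benchmarks: plate control and blank wells.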
# zVAD death inh = L929 zVAD cell death inhibition. L929 zVAD necroptosis rescue, ATP luminescence, 24 h; with zVAD 60 µM. viability rescue, % at 10 µM. 0.38% of 220,000 active;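 active means activation, scaled between plate controls, above about 75%, limit read from the data; inactive means activation under that limit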;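 further: 0% = zVAD with DMSO and 100% = DMSO alone without zVAD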
# Numbers without * were called inactive; i = inactive; . = not tested or not shown; [ ] = remark or other dose.
No.	compound	KCC2 mod	TNF necrop inh	eIF4E-4G inh	Calpain2 inh	Rad51 HR inh
1	COC(=O)c1ccc(S(=O)(=O)NCc2ccc(S(N)(=O)=O)cc2)o1	0.74	1.3	0	-12	4
2	C/C(=C\c1ccccc1)CN1CCN(c2ccccc2)CC1	0.2	-0.2	1	4	-6
3	c1ccn2cc(-c3ccc4c(c3)OCO4)cc2c1	-0.73	-0.4	8	-60	-3
4	O=C(CCN1C(=O)C2C3C=CC(C3)C2C1=O)NCCc1ccccc1 (configuration not stated)	.	-0.1	1[fluorescence artefact?]	-21	-4
5	COc1cc(CNc2ccccc2SC)cc(OC)c1OC	-0.74	-7.0	3	13	-2
6	CCN1CCN(C(c2cccs2)C(C)NC(=O)c2c(F)cccc2F)CC1 (configuration not stated)	.	0.3	0	15	5
7	C=CCNc1nc(-c2ccc(OC)cc2OC)cs1	0.85	0.4	8	-8	-4
8	CCOC(=O)c1cc2c(=O)n3ccccc3nc2n(CCOC)c1=NC(=O)C(C)(C)C	-2.2	-2.6	2	i	0

No.	PERK inh	EBV gp42 inh	MDM2 E3 inh	zVAD death inh
1	0.7	-3	7	0.3
2	0.9	-13	-9	0.3
3	-0.2	0	-12	1.3
4	1.2	-21	-10	3.6
5	-1.4	-7	-18	0.6
6	0.0	-12	-3	0.5
7	-1.9	-4	-6	0.1
8	0.1	-17	-16	-0.3

# Whole records from above. Order of values: KCC2 mod	TNF necrop inh	eIF4E-4G inh	Calpain2 inh	Rad51 HR inh	PERK inh	EBV gp42 inh	MDM2 E3 inh	zVAD death inh
# Listed for `CCN1CCN(C(c2cccs2)C(C)NC(=O)c2c(F)cccc2F)CC1` (configuration not stated) = .	0.3	0	15	5	0.0	-12	-3	0.5
# Listed for `COc1cc(CNc2ccccc2SC)cc(OC)c1OC` = -0.74	-7.0	3	13	-2	-1.4	-7	-18	0.6

# The list goes on.
No.	compound	KCC2 mod	TNF necrop inh	eIF4E-4G inh	Calpain2 inh	Rad51 HR inh
9	COc1cc(/C=C/C(=O)OCC(=O)Nc2cc(S(=O)(=O)N3CCCCC3)ccc2C)ccc1O	-2	-5.4	4[fluorescence artefact?]	-26	.
10	CCc1cccc(C)c1NC(=O)CO/N=C(\N)CC(=O)NC1CCCCC1	-0.49	-0.6	-5	-2	-15
11	CN1C(=O)C(CC(N)=O)N(NC(=O)c2ccc(Cl)cc2)C1=S (configuration not stated)	0.52	-1.3	-9	0	-2
12	COc1cc(NC(=O)c2ccc(Cl)cc2Cl)ccc1-c1cc2ccccc2oc1=O	0.6	-1.4	-20	-144	-3
13	COc1ccc(CCNC(=O)CN(c2cc([N+](=O)[O-])ccc2OC)S(C)(=O)=O)cc1	-0.062	-0.5	1	36	2
14	Cc1nc(CN2CCN(C(=O)c3ccc(C(C)(C)C)cc3)CC2)cs1	0.11	-0.1	-2	10	2
15	Clc1ccc(-c2nc3ccccn3c2CN2CCSCC2)cc1	-0.43	-4.3	3	18	11
16	O=C(c1ccco1)N1CCN(C(=O)C2CC(c3ccc(F)cc3)=NO2)CC1 (configuration not stated)	-0.12	2.0	-1[fluorescence artefact?]	-23	-1

No.	PERK inh	EBV gp42 inh	MDM2 E3 inh	zVAD death inh
9	-0.6	7	-4	0.1
10	0.7	-23	-5	1.8
11	1.6	-19	-21	0.2
12	0.9	10	-10	0.1
13	-1.0	-4	-2	-0.5
14	0.9	-3	-10	0.5
15	0.4	9	-7	-1.9
16	-0.3	-14	-8	69

# Next part
No.	compound	KCC2 mod	TNF necrop inh	eIF4E-4G inh	Calpain2 inh	Rad51 HR inh
17	O=S(=O)(c1ccc(-c2csc(=Nc3ccccc3)n2CCCN2CCOCC2)cc1)N1CCOCC1	0.081	1.1	5	-71	1
18	C/C(=N\NC(=O)c1c(Cl)cnn1C)c1cccc(NC(=O)COc2ccccc2)c1	-0.21	-6.1	-33	25	-4
19	O=C(CCNc1cccc(C(F)(F)F)c1)c1ccco1	.	-0.3	-2	20	-5
20	O=C(CSc1nncn1-c1ccccc1)NC1CCCCC1	0.23	0.2	-1	2	8
21	CCOC(=O)c1c[nH]c(=O)c(Br)c1O	0.62	1.6	20[fluorescence artefact?]	-13	6
22	COc1nc(NC(C)=O)nc(C)c1Br	0.39	0.0	2[fluorescence artefact?]	-9	0
23	O=C(c1c(F)cccc1F)N1CCCC1	1.2	0.6	6	8	.
24	CCN(CC)S(=O)(=O)c1cc(C(=O)c2nccn2C)ccc1Cl	0.0086	-0.6	2	-9	16

No.	PERK inh	EBV gp42 inh	MDM2 E3 inh	zVAD death inh
17	-0.9	-17	1	-0.4
18	-0.4	-1	-1	0.1
19	-0.6	9	-17	0.6
20	0.0	-6	-7	1.8
21	2.3	0	2	0.3
22	-0.3	-22	-1	-1.2
23	0.7	-13	-20	0.2
24	0.8	2	-14	-0.4

# Some of these compounds in order of SMILES length, lowest first.
No.	compound	KCC2 mod	TNF necrop inh	eIF4E-4G inh	Calpain2 inh	Rad51 HR inh
7	C=CCNc1nc(-c2ccc(OC)cc2OC)cs1	0.85	0.4	8	-8	-4
5	COc1cc(CNc2ccccc2SC)cc(OC)c1OC	-0.74	-7.0	3	13	-2
3	c1ccn2cc(-c3ccc4c(c3)OCO4)cc2c1	-0.73	-0.4	8	-60	-3
19	O=C(CCNc1cccc(C(F)(F)F)c1)c1ccco1	.	-0.3	-2	20	-5
14	Cc1nc(CN2CCN(C(=O)c3ccc(C(C)(C)C)cc3)CC2)cs1	0.11	-0.1	-2	10	2
12	COc1cc(NC(=O)c2ccc(Cl)cc2Cl)ccc1-c1cc2ccccc2oc1=O	0.6	-1.4	-20	-144	-3
9	COc1cc(/C=C/C(=O)OCC(=O)Nc2cc(S(=O)(=O)N3CCCCC3)ccc2C)ccc1O	-2	-5.4	4[fluorescence artefact?]	-26	.

No.	PERK inh	EBV gp42 inh	MDM2 E3 inh	zVAD death inh
7	-1.9	-4	-6	0.1
5	-1.4	-7	-18	0.6
3	-0.2	0	-12	1.3
19	-0.6	9	-17	0.6
14	0.9	-3	-10	0.5
12	0.9	10	-10	0.1
9	-0.6	7	-4	0.1

# Following part.
No.	compound	KCC2 mod	TNF necrop inh	eIF4E-4G inh	Calpain2 inh	Rad51 HR inh
25	CCC(C)Nc1nc2c(c(=O)n(C)c(=O)n2C)n1Cc1cccc(C)c1 (configuration not stated)	-0.98	-0.2	2	-4	0
26	Nc1ccc2c(c1)Nc1ccccc1CC2	-0.49	-0.5	5	-55	-6
27	Cc1cccc(OCC(=O)Nc2ccc(N3CCN(C(=O)c4ccccc4)CC3)cc2)c1	1.1	3.4	-1	22	-8
28	CCOC(=O)C1C(=O)NC(c2ccccc2)=NC1c1ccc(Br)cc1 (configuration not stated)	-0.64	1.7	-2	17	0

No.	PERK inh	EBV gp42 inh	MDM2 E3 inh	zVAD death inh
25	-0.8	8	-3	0.3
26	1.0	15	9	60
27	-0.1	4	-8	-0.2
28	-0.2	-17	-6	-0.4
